pAkt inh – Akt phosphorylation inhibition; activity change, % for hits at 50 µM; 0.32% of 360,000 active; Neuro2A IGF-stimulated pAkt S473 HTRF, 20 min; stronger effect = lower value; AID 651550; in the data active = activity change below about -80%; inconclusive = mostly about -51% to -80%; also: % is scaled to controls: 0 for no effect and ±100 for the full control effect
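Single-point screen (50 µM final compound) in Neuro2A cells stimulated 20 min with 6 nM IGF at 37 deg C. After lysis, Ser473-phosphorylated Akt read by HTRF (ex 330 nm, em 615/665 nm) as the 665/615 ratio.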
Nrf2 block – blocks Nrf2 signaling; Potency, µM (series often up to 46 µM), for inactives: at the top dose activity change, negative = inhibition, actives largely listed as inhibitors; 2.1% of 360,000 active; AID 504444; A549 ARE-Fluc reporter, luciferase luminescence, 18-24 h; also: potency is read from the fitted curve at half-maximal effect; % is scaled to controls: 0 for no effect and ±100 for the full control effect; nearly all actives have a fitted effect of over 60% in size
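A549 ARE_Fluc cells, 5000/well, 5% FBS OPTI-MEM; compounds in dose-response, 18-24 h at 37 °C/5% CO2; CellTiter-Fluor viability read (Ex 405/Em 525), then BugLite luciferase luminescence = Nrf2 activity.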
CCT modulator – cytosolic chaperonin activity modulation; purified chaperonin ATPase assay, HTRF ADP detection, 30 min; activity change, % (no concentration beside the values), hits read low; 0.3% of 360,000 active; AID 651819; in the data active = activity change below about -30%; also: % is scaled to controls: 0 for no effect and ±100 for the full control effect
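TRiC (40 or 20 nM final, by batch activity) in 30 mM Tris pH 7.4, 100 mM KCl, 5 mM MgCl2, 1 mM DTT was treated with compound at 76 uM single dose, then 10 uM ATP, 30 min at 37 °C. ADP was read by HTRF Transcreener.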
A549 viability – counter-screen for Nrf2 inhibitors: cytotoxicity in A549 cells. A549 ARE-Fluc cells, CellTiter-Fluor viability, 18-24 h. Potency, µM (top dose mostly 46 µM), for inactives: top-dose activity change, negative = cytotoxicity, actives largely listed as inhibitors. 0.16% of 390,000 active; also: potency is read from the fitted curve at half-maximal effect; % is scaled to controls: 0 for no effect and ±100 for the full control effect
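A549 ARE-Fluc cells in 5% FBS OPTI-MEM, 5000 cells/well, rested 2 h then exposed to compounds in concentration-response for 18-24 h at 37 °C. Viability by CellTiter-Fluor fluorescence (Ex 405/Em 525) after 30 min; luciferase luminescence (BugLite, 15 min, RT) read afterwards.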
MmCpn inh – M. maripaludis TRiC chaperonin inhibition; Potency, µM (highest dose often 76.9 µM), for inactives: at the top dose activity, negative = inhibition, actives largely listed as inhibitors; purified Mm-Cpn ATPase, ADP Transcreener TR-FRET; 0.031% of 330,000 active; AID 504842; also: potency is read from the fitted curve at half-maximal effect; % is scaled to controls: 0 for no effect and ±100 for the full control effect; nearly all actives have a fitted effect of over 80% in size
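ATP (10 uM final) was added to archaeal chaperonin (25 nM final) after 10 min exposure to test compound at 37°C; after 30 min further incubation, ADP was detected by competitive TR-FRET.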
HepG2 viability – kills HepG2 cells in TGF-b inhibitor counter-screen; 0.76% of 410,000 active; AID 588856; HepG2 CAGA-GFP viability, ATP luminescence, 18 h; Potency, µM (highest dose often 46.1 µM), without a hit: at the top dose activity change, negative = cytotoxicity, usual class: cytotoxic; also: potency is read from the fitted curve at half-maximal effect; some results filed as inactive show a strong effect at the top dose
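CellTiter-Glo luminescence gave cytotoxicity after 18 hours at 37 degrees C. The cells were HepG2 CAGA-GFP in 1% FBS DMEM, stimulated with 500 pg/mL TGF-beta after compound addition. %Activity was normalised to no-cell wells (complete cell-killing) and DMSO (no toxicity), and curves were fitted and classified.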
Nrf2 ARE act – activators of Nrf2 (ARE) signaling; AREc32 ARE-luciferase reporter (MCF7-derived line), luminescence, 24 h; Potency, µM (titrated, usually from 46.1 µM), inactives show at the top dose activation, most hits filed as activators; 0.31% of 410,000 active; AID 624171; also: potency is read from the fitted curve at half-maximal effect; % of control where 0% means no effect; nearly all actives have a fitted effect of over 65% in size
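Luminescent ARE reporter assay in AREc32_Fluc cells: overnight plating at 37 deg C, 24 hr compound incubation, Steady-Glo added, 30 min RT before reading.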
Abeta rescue – compounds reversing amyloid beta toxicity in yeast | yeast expressing A-beta42, growth rescue, OD600, 48 h; response scale: 0% DMSO, 100% iron-clioquinol control | Potency, µM (top dose mostly 46.1 µM), for inactives: at the top dose growth rescue, most hits filed as activators | 0.063% of 410,000 active | AID 1347071; also: potency is read from the fitted curve at half-maximal effect; nearly all actives have a fitted effect of over 55% in size
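Yeast A-beta toxicity model in growth medium with pinned compounds, 48 h at 30 C; growth read as absorbance at 600 nm. Normalized to FeCl3/clioquinol equimolar mix (positive) and DMSO (negative).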
TGFb SMAD3 inh – blocks TGF-b signaling. Potency, µM (titrated, usually from 46.1 µM), inactives show at the highest dose activity, negative = inhibition, usual class: inhibitors. 1.2% of 410,000 active. AID 588855. HepG2 CAGA-GFP TGF-b/SMAD3 reporter, GFP fluorescence, 18 h; TGF-beta stimulated, 500 pg/mL final; also: potency is read from the fitted curve at half-maximal effect; % is scaled to controls: 0 for no effect and ±100 for the full control effect; nearly all actives have a fitted effect of over 65% in size
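HEPG2 CAGA-GFP, 1000 cells/well; 2 h settle, 37 C; cpd via pin tool; TGF-b 500 pg/mL final; 18 h, 37 C; GFP imaging ex488/em500-530; %Activity normalised to -TGF-b and +DMSO controls; CRC fit, curve class.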
Active calls of the source: *; i = inactive; u = inconclusive; x = not tested or not shown. Unless noted, calls follow the shape of the dose curve; as a rule, active = well fitted curve in the direction sought with a large enough effect; inconclusive = small, poorly fitted or top-dose-only effect, or another doubt; inactive = no such curve, though single readings can be large; an effect the other way counts as inactive or inconclusive.

Value order: pAkt inh	Nrf2 block	CCT modulator	A549 viability	MmCpn inh	HepG2 viability	Nrf2 ARE act	Abeta rescue	TGFb SMAD3 inh
1. O=C(c1ccc(F)cc1F)N1CCCN(c2nc(-c3ccccc3)ns2)CC1
    i	11%	-0.7	8%	1%	-21%	0.7%	30%	u
2. O=C(Nc1cccc(S(=O)(=O)NC2=NCCC2)c1)c1ccc(=O)[nH]c1
    i	6%	-0.7	2%	-2%	-18%	-1.4%	-9%	-6%
3. COc1ccc(C(=O)N[C@H](C(=O)OCc2cc(=O)oc3cc(C)ccc23)C(C)C)cc1
    i	-10%	-1.8	-9%	-1%	8%	0.0%	-18%	-2%
4. O=C(O)CN1CCN(Cc2ccccc2)C1=O
    i	3%	-2.2	-4%	0%	5%	0.1%	-3%	0%
5. COc1cc2ccc(=O)oc2c(O)c1O
    i	-5%	-2.1	u	x	-11%	0.6%	-19%	0%
6. Cc1ccc(/C=C/C(=O)NCCCc2ccccc2)cc1
    i	25%	0.3	-1%	2%	-20%	-0.3%	4%	18%
7. CCOc1ccccc1OCCCC(=O)NNC(=O)c1nn(C)c(=O)c2ccccc12
    i	1%	-2.2	-5%	2%	-9%	-0.8%	4%	-5%
8. CCOC(=O)C(NC(=O)CC(C)C)(Nc1cc(C)on1)C(F)(F)F (stereo not drawn)
    i	7%	-2.0	-7%	-1%	1%	0.1%	17%	-13%
9. CCc1nnc(NS(=O)(=O)c2ccc(NC(=O)/C=C/c3ccc(OC)cc3OC)cc2)s1
    i	0%	-2.9	-4%	-6%	24%	-0.1%	-2%	-11%
10. COc1cc(OC)cc(C(=O)Nc2cccc(-c3ccc(N4CCOCC4)nn3)c2)c1
    i	15%	1.0	5%	-3%	-39%	2.7%	27%	-16%
11. CC(C)c1nc2sc3c(c2c(=O)n1N)CC(C)(C)OC3
    i	-7%	-0.3	-3%	0%	-4%	1.4%	-4%	-6%
12. COc1ccc(C(=O)N2CCN(S(=O)(=O)c3ccc4c(c3)OCCO4)CC2)cc1OC
    i	-16%	1.3	0%	4%	-5%	3.1%	u	-7%
13. O=C(NN1C(=O)c2ccccc2NC1c1ccccn1)c1ccc(Br)cc1 (stereo not drawn)
    i	6%	-0.2	1%	0%	-23%	-0.5%	-1%	-1%
14. Cc1cccc(-n2c(Cc3ccccc3)nnc2SCc2ccc([N+](=O)[O-])cc2)c1
    i	u	-1.3	1%	0%	-28%	1.1%	5%	u
15. CCOC(=O)COc1cc(C)c(Cl)cc1C(=O)c1ccn2nc(-c3ccc(OC)cc3)cc2n1
    x	11%	x	3%	x	-6%	0.7%	-6%	0%
16. COc1ccccc1C(=O)NC(=O)CSc1ccc(C)c(C)c1
    i	4%	-0.3	10%	1%	-5%	0.3%	10%	0%
17. O=C1Nc2ccccc2O/C1=C\c1c(F)cccc1Cl
    i	u	-2.6	-10%	-6%	-18%	8.9%	8%	0%
18. O=C1CN(C(=O)COC(=O)C2CCN(S(=O)(=O)c3ccccc3C(F)(F)F)CC2)c2ccccc2N1
    i	9%	-3.1	x	-2%	-16%	-0.1%	-4%	-11%
19. COc1cc(OC)cc(N2CC(C)(C)C2=O)c1
    i	-5%	-3.7	-6%	-1%	-7%	0.8%	-17%	1%
20. COC(=O)c1cc(S(=O)(=O)N2CCN(c3cccc(OC)c3)CC2)cn1C
    i	-12%	-5.4	3%	-2%	-4%	-0.5%	0%	2%
21. O=C(NCC(c1cccs1)S(=O)(=O)c1cccs1)c1ccccc1 (stereo not drawn)
    x	x	x	-5%	x	1%	6.2%	-8%	1%
22. CCOc1ccc(NC(=O)COC(=O)c2ccc3c(c2)OCO3)cc1
    i	2%	-2.6	-2%	1%	-4%	-0.2%	-11%	24%
23. COc1cc(/C=C/C(=O)OCC(=O)NNC(=O)c2cc(Cl)ccc2OC)ccc1O
    i	-7%	0.0	0%	0%	-4%	0.1%	9%	11%
24. CC1CCc2c(sc3ncnc(SCC(=O)N(C)C4CCS(=O)(=O)C4)c23)C1 (stereo not drawn)
    i	16µM*	-0.7	-4%	-2%	-4%	0.3%	-10%	0%
25. Cc1ccccc1OCc1nnc(SCC(=O)O)n1Cc1ccccc1
    i	2%	0.3	-3%	-1%	17%	-0.1%	-7%	17%
26. Cn1c(=O)c2c(SCC(N)=O)nc(CC(C)(C)C)nc2n(C)c1=O
    i	u	-0.1	-18%	1%	-2%	-0.5%	-7%	0%
27. Cc1cnc(C(=O)OCC(=O)N2CCc3ccccc3C2)cn1
    i	-7%	-0.9	-8%	0%	-10%	-0.3%	-12%	0%
28. CCOCCCNC(=O)c1cnc2sc(N3CCCCCC3)nn2c1=O
    x	-10%	x	4%	x	3%	-0.8%	-5%	0%
29. Nc1cc(=O)[nH]c(=S)n1-c1ccccc1
    i	3%	1.3	-10%	2%	-21%	0.3%	-9%	-7%
30. COc1ccc(-n2c(=O)c3ccccc3n(CC(=O)Nc3cc(C)on3)c2=O)cc1OC
    i	x	-1.0	-2%	-1%	-3%	1.8%	24%	-4%
31. COc1ccc(C(=O)N2CCC(N3CCN(c4ccccc4)CC3)CC2)cc1OC
    i	11%	-1.0	-5%	1%	-7%	0.0%	0%	1%
32. CCOc1ccc(S(=O)(=O)N2CCC(C(=O)NCc3ccccn3)CC2)cc1
    i	-1%	-1.9	-13%	0%	0%	-0.5%	8%	-5%
33. CCOC(=O)CN1NC2(CCC(C)CC2)NC1=S (stereo not drawn)
    i	-14%	-4.9	0%	0%	4%	0.2%	5%	1%
34. CCCC(=O)N1CCc2cc(-c3nc(N)sc3C)ccc21
    i	-1%	-2.5	-9%	2%	-21%	1.8%	-9%	-3%
35. Cc1c(C(=O)N(Cc2ccccc2F)C2CCS(=O)(=O)C2)oc2ccc(F)cc12 (stereo not drawn)
    x	-28%	x	-8%	x	-30%	3.3%	-4%	-1%
36. Cc1cccc(-n2c(O)c(C=NCc3ccccn3)c3ccccc3c2=O)c1
    i	u	-0.3	1%	2%	-2%	-0.5%	9%	-16%
37. COCCSc1nnc(NC(=O)Cc2cccs2)s1
    i	3%	0.3	-3%	2%	2%	0.6%	-2%	4%
38. Cc1ccc(C(=O)NC2CCN(Cc3ccccc3)CC2)cc1S(=O)(=O)N1CCOCC1
    i	u	-0.3	-12%	-2%	-31%	0.0%	-14%	-9%
39. COc1ccc([N+](=O)[O-])cc1NS(=O)(=O)c1cc(C(=O)NCc2cccnc2)ccc1Cl
    i	-2%	0.3	-6%	3%	16%	0.3%	9%	17%
40. O=C(CCc1ccccc1Cl)Nc1ccc(S(=O)(=O)Nc2nccs2)cc1
    i	u	1.4	-11%	3%	-12%	-2.4%	7%	-12%
41. Cc1c(Cl)cccc1NC(=S)N(C)CCC#N
    i	1%	-1.1	0%	-4%	0%	0.1%	9%	12%
42. CC(=O)Nc1ccc2nc(NC(=O)COc3ccccc3C)sc2c1
    i	8%	0.4	-3%	-6%	4%	-0.7%	2%	-8%
43. CCC(C(=O)O)n1c(C(F)(F)F)nc2ccccc21 (stereo not drawn)
    i	1%	0.0	-1%	0%	-24%	-0.2%	-5%	0%
44. CCOC(=O)C1CCCN(C(=O)c2cccc3ccccc23)CC1 (stereo not drawn)
    i	x	-0.5	x	x	9%	0.4%	-7%	0%
45. CCOc1ccccc1-c1noc(CSc2nnc(-c3ccccc3)n2-c2ccc(F)cc2)n1
    x	-77%	x	u	x	-8%	0.4%	-17%	-1%
46. CN(C)CCN(Cc1ccco1)C(=O)c1oc2ccccc2c1NC(=O)c1ccccc1
    x	-2%	x	-1%	x	-57%	7.3%	0%	u
47. COc1ccc(/C=C(/NC(=O)c2ccc(OC)c(OC)c2)C(=O)NCCCn2ccnc2)cc1
    i	23%	-4.1	18%	2%	1%	-1.1%	3%	2%
48. COCCn1c(CCC(=O)O)ccc1-c1cccs1
    i	-20%	2.5	17%	-4%	-5%	3.3%	-12%	-2%
49. Cc1cccc(-c2ncc(CN3CCN(C4CCCC4)C(CCO)C3)cn2)c1 (stereo not drawn)
    i	2%	-0.3	-1%	5%	13%	0.0%	-1%	10%
50. CC(C)c1ccc(Nc2nnc(SCC(=O)Nc3ncc(S(=O)(=O)c4ccc([N+](=O)[O-])cc4)s3)s2)cc1
    i	-19%	-1.6	-5%	-1%	0%	8.0%	-3%	3%
51. Cc1ccc(Cc2c(C)nc3nc(SCC(=O)NC4CCC(C)CC4)nn3c2C)cc1 (stereo not drawn)
    x	x	x	3%	x	-16%	-0.4%	-17%	u
52. Cc1ccc(C)c(NC(=O)c2ccc3c(c2)N(Cc2ccc(F)cc2)C(=O)CS3=O)c1 (stereo not drawn)
    i	20%	-1.8	-3%	-3%	-16%	-0.7%	3%	-15%
